NALP1 inh: NALP1 inflammasome inhibitors in reconstituted yeast, colorimetric, S. cerevisiae, triplicate retest | S. cerevisiae NALP1/ASC/caspase-1 growth, X-gal OD620, 72 h | inhibition, % at 10 µM | 0.61% of 280,000 active | AID 2071, 2009; in the data active = inhibition mostly above about 24%, no sharp cut-off; inactive = mostly below about 32%; also: some compounds called inactive have numbers as strong as hits
MEKK2mut PB1 HTS: MEK5 binding signal on mutant MEKK2 PB1, primary screen, biochemical, multiplex bead flow cytometry, Alexa488-MEK5; Alexa488-MEK5 binding to MEKK2 mutant; percent response, % at 10 µM; 0.35% of 290,000 active; AID 1530, 2009; in the data active = percent response above about 24%, passing the limit was not always enough; also: inactives centre near 1; some results filed as inactive read as strong as hits; reference of the scale not given here
FID counter: compounds displacing fluorescent DNA intercalator, primary screen, artefact control for HCV NS3 helicase inhibitor project, biochemical, FID fluorescence; DNA fluorescent intercalator displacement; inhibition, % at 7.9 µM; 0.17% of 290,000 active; in the data active = inhibition above about 37%;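 also: 0% = vehicle and 100% = reference compound; higher means more ethidium bromide displaced from hairpin DNA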
PHOSPHO1 block: PubChem AID 1565; Phosphoethanolamine/phosphocholine phosphatase (Homo sapiens), Q8TCT1; recombinant PHOSPHO1, absorbance phosphatase assay; inhibition, % at 13.3 µM; 1.1% of 290,000 active; in the data active = inhibition above about 60%
Target sequence (Q8TCT1 whole entry, looked up): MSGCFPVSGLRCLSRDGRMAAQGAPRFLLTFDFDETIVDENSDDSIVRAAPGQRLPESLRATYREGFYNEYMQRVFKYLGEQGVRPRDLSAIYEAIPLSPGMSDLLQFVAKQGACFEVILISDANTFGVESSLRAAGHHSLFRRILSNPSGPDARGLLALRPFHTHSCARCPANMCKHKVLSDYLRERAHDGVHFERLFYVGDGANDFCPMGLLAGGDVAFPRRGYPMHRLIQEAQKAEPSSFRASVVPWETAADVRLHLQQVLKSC
OXTR agonist: human OXTR agonists, primary screen, fluorescence, CHO-OTR cells, Fluo-8 calcium; Oxytocin receptor (Homo sapiens), P30559; Fluo-8 calcium fluorescence; normalized: DMSO 0%, oxytocin 100%; activation, % at 3 µM; 0.32% of 320,000 active;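 active = activation above the mean of all tested compounds plus 3 SD, cutoff set per screening run, cut at about 20% in these data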;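 also: peak over basal fluorescence ratio from a 100 s FLIPR kinetic read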
Target sequence (P30559 whole entry, looked up): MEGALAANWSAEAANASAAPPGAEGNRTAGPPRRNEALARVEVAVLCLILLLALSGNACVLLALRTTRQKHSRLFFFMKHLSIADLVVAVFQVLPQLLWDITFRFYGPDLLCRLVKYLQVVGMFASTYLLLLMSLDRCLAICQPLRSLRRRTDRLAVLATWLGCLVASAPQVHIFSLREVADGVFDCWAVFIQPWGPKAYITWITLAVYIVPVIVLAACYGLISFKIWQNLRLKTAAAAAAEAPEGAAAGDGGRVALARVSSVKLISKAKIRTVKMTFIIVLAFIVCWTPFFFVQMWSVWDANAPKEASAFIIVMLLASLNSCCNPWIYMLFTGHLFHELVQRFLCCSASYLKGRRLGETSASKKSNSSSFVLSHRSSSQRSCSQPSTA
MEKK3 PB1 HTS: modulators of MEKK3-MEK5 PB1 binding, primary screen, biochemical, wildtype MEKK3, multiplex bead flow cytometry, Alexa488-MEK5; binding response (% of control), % at 10 µM; 1.4% of 290,000 active; bead-based flow cytometry, Alexa488-MEK5 binding to MEKK3; actives lie on both sides; 0 = blocked by unlabeled MEK5, 100 = vehicle;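 active = binding response more than 3 SD above or below the average of its plate-row segment, actives on both sides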;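 also: Alexa488 bead fluorescence after subtracting the streptavidin-only scavenger bead signal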
M18AAP inhibitor: PfM18AAP inhibitors, malaria aminopeptidase, primary screen, biochemical, QFRET, recombinant enzyme; M18 aspartyl aminopeptidase (Plasmodium falciparum 3D7); H-Glu-NHMec fluorogenic cleavage; inhibition, % at 7.35 µM; 1.2% of 290,000 active;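 active = inhibition above the campaign mean inhibition over all tested compounds plus 3 SD, cut at about 28% in these data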;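 also: 0% = plate median of test compound wells and 100% = 2 mM ZnCl2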
GPR7 antagonist: GPR7 receptor antagonists, primary screen, cell-based, fluorescence, single concentration. Neuropeptides B/W receptor type 1 (Homo sapiens), P48145. GPR7-expressing cells, fluorescence antagonist assay. inhibition, % at 4.4 µM. 1.1% of 290,000 active. AID 1861, 2009; in the data active = inhibition above about 16%, passing the limit was not always enough;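 also: cells stimulated with the agonist NPW; 0% = agonist with vehicle and 100% = vehicle without agonist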
Target sequence (P48145 whole entry, looked up): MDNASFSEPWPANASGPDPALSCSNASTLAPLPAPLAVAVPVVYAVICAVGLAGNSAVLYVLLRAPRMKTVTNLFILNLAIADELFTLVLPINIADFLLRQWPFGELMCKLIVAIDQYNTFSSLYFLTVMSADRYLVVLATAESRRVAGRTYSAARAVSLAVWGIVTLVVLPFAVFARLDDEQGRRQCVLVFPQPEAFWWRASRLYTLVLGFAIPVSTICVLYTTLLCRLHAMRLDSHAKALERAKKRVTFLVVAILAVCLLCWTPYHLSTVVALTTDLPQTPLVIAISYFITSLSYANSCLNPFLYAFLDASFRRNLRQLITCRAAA
MEKK2 WT-MEK5: modulators of MEK5 binding to wildtype MEKK2, primary screen, biochemical, multiplex bead flow cytometry, Alexa488-MEK5 | Alexa488-MEK5 binding to MEKK2 WT; actives lie on both sides | 1.1% of 290,000 active | AID 1531, 2009 | binding response (% of control), % at 10 µM | Mitogen-activated protein kinase kinase kinase 2 (Homo sapiens), Q9Y2U5; in the data active = binding response below about 67% or above about 130%
Numbers without * were called inactive; · = not tested or not shown; [ ] = remark or other dose.

Every second line gives: NALP1 inh	MEKK2mut PB1 HTS	FID counter	PHOSPHO1 block	OXTR agonist	MEKK3 PB1 HTS	M18AAP inhibitor	GPR7 antagonist	MEKK2 WT-MEK5
- CC(=O)c1ccc(NC(=O)COC(=O)CCN2C(=O)c3cccc([N+](=O)[O-])c3C2=O)cc1
  24	-2	-5	9	-0.6	91	-12	-2	94
- Nc1nc(Nc2ccccc2)n[nH]1
  12	8	0	55	-0.9	74*[inhibitor]	45*	-7	71
- CCC(C)(C)NC(=O)C(c1cccc(OC)c1)N(C(=O)c1ccn[nH]1)c1cccc(OC)c1 (stereo unspecified)
  22	4	-37	1	0.6	110	-3	10	109
- CC(/C=N/N1CCN(Cc2ccccc2)CC1)=C\c1ccccc1
  0	-11	6	-4	-0.6	98	4	11	89
- Clc1ccc2scc(CN3CCCCC3)c2c1
  43	0	-3	-12	-1.7	102	7	-11	101
- COc1ccccc1CNC(=O)C(c1ccccc1)c1ccccc1
  17	1	-25	29	-1.9	105	1	-8	103
- CN(Cc1ccccc1)Cc1nc2c(c(=O)n(C)c(=O)n2C)n1Cc1ccc(Cl)cc1
  ·	-3	-1	3	0.5	100	-10	-13	97
- COc1ccccc1NC(=O)NC1CCCCCCC1
  -5	-3	-26	8	·	99	-13	-10	98
- O=C(N/N=C/c1ccc(-c2ccc([N+](=O)[O-])cc2)o1)[C@H]1C[C@@H]1c1ccccc1
  ·	-7	-3	25	0.7	90	32*	-1	78
- N#Cc1c(-c2cccnc2)c2c([nH]c1=S)CCCC2
  -4	3	0	74*	0.1	99	33*	-15	96
- Cc1ccc(-c2nnc(SCC#N)n2N)cc1
  13	7	1	-14	-1.0	101	3	4	101
- COc1ccc(CCNC(=O)c2c(O)c3ccccc3[nH]c2=O)cc1
  2	10	-9	14	-0.4	106	1	-10	101
- CCNc1ccccc(-c2ccc3ccccc3n2)c1=O
  36	1	-12	-2	0.2	120	11	-4	104
- O=C(CSc1ncccn1)N/N=C/c1cccc(OC2CSC2)c1
  1	-11	-33	-101	-1.8	92	11	3	92
- CCc1ccc(-c2nc(CN3CCC(C(=O)NCc4ccc(F)cc4)CC3)c(C)o2)cc1
  14	13	4	9	7.3	104	-18	-2	145*
- CCCc1[nH]n(-c2ccc([N+](=O)[O-])cc2)c(=O)c1C=NCCN1CCNCC1
  2	-9	31	21	0.3	95	1	11	94
- O=C1N/C(=N\N=C\c2ccco2)SC1Cc1ccccc1[N+](=O)[O-] (stereo unspecified)
  ·	-4	-12	20	0.2	100	15	-5	98
- O=C(COc1ccccc1)NCC(=O)NC1CCCCC1
  2	-2	-1	25	-0.7	110	-4	-2	104
- O=C(CCC(=O)N1CCSc2ccccc21)NCc1cccc(Cl)c1
  16	2	-34	33	1.4	100	3	9	103
- Cc1ccc(NC2=C/C(=N\S(=O)(=O)c3cccs3)c3ccccc3C2=O)c(C)c1
  4	5	3	29	-1.8	108	-1	-5	106
- CCOC(=O)COc1c(Cl)cc(C2NC(=S)NC(c3ccccc3)=C2C(C)=O)cc1OCC (stereo unspecified)
  13	9	-19	1	-1.4	94	-2	-9	99
- O=C(NCc1cccs1)C1CCCN(S(=O)(=O)c2ccc(Br)s2)C1 (stereo unspecified)
  31	1	-16	16	-0.5	102	-7	-3	102
- Cc1ccc(S(=O)(=O)NC(=NCC(=O)O)c2ccccc2)cc1
  -5	1	-4	6	1.2	100	-1	-6	102
- CCCc1nn(C)c2c(=O)[nH]c(-c3cc(S(=O)(=O)N(CCO)CCO)ccc3OCC)nc12
  30*	4	-26	63*	1.1	106	2	-3	101
- O=C(NCc1ccncc1)C1CCN(S(=O)(=O)Cc2ccccc2)CC1
  -21	0	-5	12	0.2	100	-1	-3	101
- Cc1ccc2ncnc(NCCCN3CCOCC3)c2c1
  34	0	12	4	1.7	100	1	-10	103
- O=C(CSc1ncc(-c2ccccc2)[nH]1)Nc1cccc(O)c1
  13	2	-3	94*	1.0	102	-3	-1	99
- O=c1ccc(-c2ccc(S(=O)(=O)Nc3ccccc3Cl)o2)n[nH]1
  -4	-1	-6	13	0.4	102	-14	4	106
- COc1ccc(-c2cn[nH]c2C)cc1OC
  2	-2	-1	43	-0.6	99	-14	-3	99
- Cn1c(CC(=O)Nc2ccccc2F)nnc1SCC(=O)Nc1nncs1
  -40	-1	-8	12	-0.2	101	3	-13	99
- CC(C)COc1ccc(Cc2cnc(N)nc2N)cc1
  14	8	21	-6	4.3	88	-4	8	107
- CSc1nc(C)cc(SCC(=O)Nc2ccc(Cl)cc2Cl)n1
  -3	-2	-1	-14	-2.3	117	-4	-18	102
- CCn1ncc(/C=N\NC(=O)Cc2ccc([N+](=O)[O-])cc2)c1C
  15	-2	-2	7	4.0	92	4	-6	93
- CCn1c(=N)n(CC(O)c2ccco2)c2ccccc21 (stereo unspecified)
  -16	-1	4	7	0.1	102	6	6	100
- COc1cc(C2NC(=O)NC(c3ccccc3)=C2C(C)=O)cc(Cl)c1OCC(=O)O (stereo unspecified)
  12	-2	-16	-7	0.5	101	0	-3	104
- CC(=O)N1CCC(N(CCN2CCOCC2)C(=S)Nc2cc(C)ccc2C)CC1
  13	0	1	5	0.5	103	-5	-3	106
- Cc1c(C)c2c(OCC(=O)N3CCC[C@H]3C(=O)O)cc3c(c2oc1=O)CCC(C)(C)O3
  14	6	-34	50	-1.1	104	4	0	110
- CCc1cccc(NC(=O)Cn2cc(C=O)c3ccccc32)c1
  4	-11	5	7	13	103	2	-2	87
- CCOC(=O)c1c(CN2CCN(C)CC2)oc2ccc(O)cc12
  23	0	5	19	0.9	101	-6	-7	99
- COc1ccc(/C(N)=N/OC(=O)c2c(-c3ccccc3Cl)noc2C)cc1OC
  7	3	-38	56	·	101	-4	-4	104

Three structures from above, arranged by molar mass, ascending:
Every second line gives: NALP1 inh	MEKK2mut PB1 HTS	FID counter	PHOSPHO1 block	OXTR agonist	MEKK3 PB1 HTS	M18AAP inhibitor	GPR7 antagonist	MEKK2 WT-MEK5
- CC(C)COc1ccc(Cc2cnc(N)nc2N)cc1
  14	8	21	-6	4.3	88	-4	8	107
- CCn1ncc(/C=N\NC(=O)Cc2ccc([N+](=O)[O-])cc2)c1C
  15	-2	-2	7	4.0	92	4	-6	93
- COc1cc(C2NC(=O)NC(c3ccccc3)=C2C(C)=O)cc(Cl)c1OCC(=O)O (stereo unspecified)
  12	-2	-16	-7	0.5	101	0	-3	104

Remaining list, next part.
Every second line gives: NALP1 inh	MEKK2mut PB1 HTS	FID counter	PHOSPHO1 block	OXTR agonist	MEKK3 PB1 HTS	M18AAP inhibitor	GPR7 antagonist	MEKK2 WT-MEK5
- COc1ccc2c(c1)-c1nc(/N=C/c3c(O)ccc4ccccc34)sc1CC2
  19	0	3	-44	·	94	14	5	97
- CCOC(=O)c1sc2nc(COC(=O)c3c(F)cccc3F)[nH]c(=O)c2c1C
  -33	-4	-2	-16	-1.0	105	-15	-3	93
- O=C(NCCNS(=O)(=O)c1ccc(C(F)(F)F)cc1)N1CCOCC1
  5	-3	0	-12	0.5	102	-5	-2	100
- O=c1c(O)c(-c2cccs2)oc2ccccc12
  50	2	0	4	35*	101	-5	0	92
- CCCCCCOC(=O)C1=C(C)NC(=O)NC1c1ccc2c(c1)OCO2 (stereo unspecified)
  4	1	-25	34	-1.7	98	2	-12	97
- CC(C)N1C(=O)CCC1C(=O)NCCc1ccc(Cl)cc1 (stereo unspecified)
  33	-2	-14	-14	-1.3	111	-4	-11	100
- COc1ccc(/C=C/C(=O)O)cc1S(=O)(=O)N1CCCCC1
  2	-8	-5	-43	-0.1	99	-11	-4	99
- CC1=NC(C#N)=C(C#N)NC(C)(C)C1
  18	-2	-9	-10	0.2	102	-1	-9	101
- CCOc1ccccc1N(C)C(=O)c1cc2c(=O)n(CC)c3ccccc3c2s1
  ·	5	-22	17	-2.1	110	-4	0	98
- CC(NC(=O)c1cc2ccccc2o1)c1ccccc1 (stereo unspecified)
  4	3	0	32	-1.2	104	-1	2	89
- CCCCN(C)CCNC(=O)c1cc2c(-c3ccccc3F)nn(C)c2s1
  22	14	9	11	2.1	102	-4	-6	122
- COc1ccc(NC(=O)C2CCCN(S(=O)(=O)c3cccc4cccnc34)C2)cc1OC (stereo unspecified)
  14	-3	-28	14	-2.2	94	-2	3	96
- COc1ccc(C(=O)Nc2ccccc2C(=O)NC(C)C)cc1OC
  36*	1	-13	-3	-0.5	100	4	0	100
- O=C(/C=C/c1ccc(Cl)c([N+](=O)[O-])c1)Nc1ccc(N2CCCC2)cc1
  4	0	2	-9	0.1	100	2	-12	103
- COc1ccc(CNC(=O)c2ccccc2[N+](=O)[O-])cc1
  16	4	3	27	-0.4	101	2	-3	102
- CCOC(=O)c1c(C)n(C)c2ccc(OC)c(NC(=O)CCN3CCSCC3)c12
  4	-8	-6	11	0.2	90	7	7	94
- Cn1cc(S(=O)(=O)NCCc2ccccc2)c(=O)n(C)c1=O
  ·	11	-5	33	0.0	106	-1	-8	104
- O=C(Nc1ccn(Cc2c(F)c(F)cc(F)c2F)n1)c1ccc(COc2ccccc2Cl)cc1
  -7	-10	-8	11	2.1	82	3	-1	86
- CC(C)c1cc(C(=O)NC2CCCc3c2cnn3-c2ccccc2F)no1 (stereo unspecified)
  13	1	-34	19	7.6	96	-4	1	100
- Cc1ccc(C(=O)N2CCN(Cc3ccc4c(c3)OCO4)CC2)c(Cl)c1
  25	2	-27	-18	0.7	103	-6	-6	107
- C=CCOC(=O)C1=C(C)OC(N)=C(C#N)C1c1c(C)nn(-c2ccccc2)c1Cl (stereo unspecified)
  -7	2	-31	5	-1.2	94	5	-2	100
- CCCC/C(O)=C/c1nc2ccccc2[nH]c1=O
  42	-1	-2	29	-2.6	102	0	4	103
- O=C1/C(=C\c2ccc(O)cc2)SC(=S)N1Cc1ccccc1
  3	-1	16	40	5.2	104	3	-20	96
- COc1ccc(CC(=O)N(C)CC(=O)Nc2cccc(F)c2)cc1S(=O)(=O)N1CCOCC1
  14	8	-4	38	-0.6	102	1	-9	110
- CN1CCc2nc(NC(=O)c3cccc(S(=O)(=O)N4CCc5ccccc54)c3)sc2C1
  12	6	13	-13	-0.4	102	-5	12	115
- COC(=O)NNC(=O)/C=C/c1ccccc1
  12	3	-2	16	0.1	107	-1	-5	106
- Cc1cccc(C(=O)Nc2ccc3c(c2)C(=O)N(CC(C)C)C3=O)c1
  17	4	-4	38	-0.8	105	0	-10	108
- Cc1ccccc1N(CC(=O)NCCSC1CCCCC1)S(=O)(=O)c1ccccc1
  14	7	-28	11	-1.0	104	-10	-13	113
- CC(=O)NN1C(=O)/C(=C\c2ccc(O)cc2)SC1=S
  -3	-8	4	28	7.6	95	18	-1	78
- Cc1ccc(-n2nnnc2SCc2nc3sc(C)c(C)c3c(=O)[nH]2)cc1
  19	0	-7	-15	-1.7	100	1	-11	96
- O=C(Nc1cc(=O)[nH]c(=O)[nH]1)c1cccc(Br)c1
  14	-1	-9	28	-0.2	109	-1	6	107
- Cc1cc(C)c(NC(=O)CSc2nc3ccc(NC(=O)CSc4nnnn4Cc4ccccc4)cc3s2)c(C)c1
  ·	-7	0	·	0.2	85	9	-12	82
- O=C(CCNS(=O)(=O)c1ccccc1)N1CCCC1
  2	2	-8	23	·	100	-10	-15	102
- CN(Cc1nc2ccccc2c(=O)[nH]1)C(=O)c1ccc(S(=O)(=O)N(C)C)cc1
  -2	1	-6	6	1.2	104	-3	0	99
- Cc1[nH]c2ccccc2c1/C=N/NC(=O)c1cc(-c2ccncc2)nc2ccccc12
  -1	8	-5	56	3.3	103	9	3	103

Screening results from PubChem.
